Screening results: PubChem BioAssay, National Center for Advancing Translational Sciences (NCATS)
S2 tox: cell viability loss in ATXN counter-screen; 400,000 tested, 0.49% active; Potency, µM (doses to about 56.7 µM), most hits filed as cytotoxic; S2 cells (HEK-293 line with an ATXN2-luciferase reporter) viability, CellTiter-Fluor protease fluorescence, 24 h; note: potency is the fitted concentration of half-maximal effect; nearly all actives have a fitted effect of over 40% in size
IL1B secr inh: inhibitors of inflammasome signaling (IL-1 beta secretion); THP-1 LPS/ATP IL-1B secretion, AlphaLISA, 16 h; active compounds read low; activity change, % at 57.5 µM; 360,000 tested, 4.7% active; AID 743279; in the data active = activity change below about -50%; inconclusive = mostly about -30% to -49%; note: % is set by controls: 0 for no effect and ±100 for the full control effect
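THP-1 cells pretreated 1 hr with compounds (up to 57.5 uM final), then stimulated with LPS (250 ng/mL final) plus ATP (1.25 mM final); secreted IL-1B measured by AlphaLISA after 16 hr, decreased signal indicating inhibition.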
MCF10A rereplic: DNA re-replication induction in MCF 10a cells; Potency, µM (titrated, usually from 46.1 µM), for inactives: at the highest dose activity, positive = re-replication, hits mostly activators; MCF 10A DNA re-replication, Hoechst nuclear intensity, 48 h; 350,000 tested, 2.9% active; note: potency is the fitted concentration of half-maximal effect; % of control where 0% means no effect; nearly all actives have a fitted effect of over 50% in size
HT1080 IDH1KD tx: HT-1080 IDH1 knockdown cell toxicity (counter line); HT-1080 IDH1 knockdown viability, ATP luminescence, 48 h; Potency, µM (highest dose often 46.1 µM), inactives show at the top dose activity, negative = toxicity, actives largely listed as cytotoxic; 360,000 tested, 2% active;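 note: potency is the fitted concentration of half-maximal effect; 0% = DMSO wells and -100% = cell-free medium wells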
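Luminescent ATP read-out (CellTiter-Glo, 10 min at room temperature) after 48 h compound exposure at 37 °C gave viability of IDH1-knockdown HT-1080 cells. Activity was normalised to DMSO and cell-free wells, then fitted as concentration-response curves.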
ATXN2 expr inh: inhibitors of ATXN2 expression | HEK-293 ATXN2-luciferase reporter, luminescence, 24 h | Potency, µM (doses to about 57 µM), without a hit: at the highest dose activity change, negative = inhibition, actives largely listed as inhibitors | 360,000 tested, 0.72% active | AID 1745845; note: potency is the fitted concentration of half-maximal effect; % is set by controls: 0 for no effect and ±100 for the full control effect; nearly all actives have a fitted effect of over 55% in size
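ATXN2-luciferase reporter cells (luciferase flanked by upstream and downstream ATXN2 gene portions) were treated 24 h at 37 °C with compounds at up to 57 uM. SteadyGlo luminescence gave expression; GF-AFC fluorescence gave viability.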
KB-V1 MDR tox: KB-V1 MDR subline cytotoxicity | KB-V1 MDR cells viability, CellTiter-Glo, 72 h | Potency, µM (highest dose often 46.1 µM), inactives show top-dose activity change, negative = cytotoxicity, most hits filed as cytotoxic | 400,000 tested, 3.4% active; note: potency is the fitted concentration of half-maximal effect; % is set by controls: 0 for no effect and ±100 for the full control effect; nearly all actives have a fitted effect of over 60% in size
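Readout: CellTiter-Glo luminescence, 10 min after addition. Cells: KB-V1 MDR subline, 72 h at 37 degrees C with compound. Analysis: corrected, normalized data fitted to concentration-effect curves.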
HT1080NT lethal: kills 2HG-producing HT-1080-NT fibrosarcoma cells; Potency, µM (series often up to 46.1 µM), without a hit: at the highest dose activity, negative = less viability, hits mostly cytotoxic; 360,000 tested, 1.6% active; HT-1080-NT fibrosarcoma viability, CellTiter-Glo ATP luminescence, 48 h;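 note: NT is the 2HG producing partner of a matched IDH1 knockdown line; potency is the fitted concentration of half-maximal effect; 0% = DMSO-treated cells and -100% = media-only wells without cells; nearly all actives have a fitted effect of over 55% in size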
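Viability of the 2HG-overproducing fibrosarcoma line after 48 hours of compound exposure at 37 degrees C was determined by luminescence with CellTiter-Glo, and concentration-effect curves were then fitted and categorized.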
SW480 rereplic: induces DNA re-replication in SW480 colon adenocarcinoma cells; SW480 DNA re-replication, Hoechst DNA content imaging, 48 h; Potency, µM (doses to about 46.1 µM), for the others: top-dose re-replication activation, hits mostly activators; 340,000 tested, 1.8% active; AID 624297; note: potency is the fitted concentration of half-maximal effect; % of control where 0% means no effect; nearly all actives have a fitted effect of over 55% in size
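Readout is total intensity of Hoechst-stained nuclei, excited at 405 nm and collected at 500-530 nm. Compound treatment lasted 48 hr at 37 C in 5% CO2 before staining.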
KB-3-1 tox: kills parental KB-3-1 adenocarcinoma cells. KB-3-1 viability, CellTiter-Glo ATP luminescence, 72 h. Potency, µM (highest dose often 46.1 µM), for inactives: top-dose activity change, negative = cytotoxic, hits mostly cytotoxic. 400,000 tested, 1.4% active. AID 1347075; note: potency is the fitted concentration of half-maximal effect; % is set by controls: 0 for no effect and ±100 for the full control effect; nearly all actives have a fitted effect of over 60% in size
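Parental KB-3-1 adenocarcinoma cells in phenol-red-free DMEM with 10% FBS were pin-treated with compounds at several concentrations, incubated 72 h at 37 °C, and viability read by CellTiter-Glo luminescence; concentration-effect curves were fitted after normalization.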
Numbers without * were called inactive; [ ] = remark or other dose. Unless noted, calls come from the whole dose curve; as a rule, active = well fitted curve in the direction sought with a large enough effect; inconclusive = small, poorly fitted or top-dose-only effect, or another doubt; inactive = no such curve, though single readings can be large; an effect the other way counts as inactive or inconclusive.

O=C(Nc1nnc(COc2ccc(Cl)cc2)s1)c1cccs1 was read as S2 tox inconclusive, IL1B secr inh 1, MCF10A rereplic inconclusive, HT1080 IDH1KD tx 20%, ATXN2 expr inh -24%, KB-V1 MDR tox inconclusive, HT1080NT lethal 10%, SW480 rereplic -32%[inhibitor] and KB-3-1 tox inconclusive.
For O=C(Cc1ccccc1Cl)N1CCOCC1 the results were S2 tox inactive, IL1B secr inh -1, MCF10A rereplic 0%, HT1080 IDH1KD tx 12%, ATXN2 expr inh 2%, KB-V1 MDR tox inconclusive, HT1080NT lethal 13%, SW480 rereplic 22% and KB-3-1 tox inconclusive.
`Cc1nc(Cc2nnc(SCC(=O)N3c4ccccc4NC(=O)C3(C)C)o2)cs1` gave S2 tox inactive, IL1B secr inh 32, HT1080 IDH1KD tx -5%, KB-V1 MDR tox -25%, HT1080NT lethal -3% and KB-3-1 tox -17%.
`CC1CC(N(C(=O)c2ccc(Cl)cc2)c2ccccc2)c2ccccc2N1C(=O)c1ccco1` (stereo not drawn) gave S2 tox inactive, IL1B secr inh inconclusive, MCF10A rereplic 23%, HT1080 IDH1KD tx inconclusive, ATXN2 expr inh inconclusive, KB-V1 MDR tox inconclusive, HT1080NT lethal inconclusive, SW480 rereplic 7% and KB-3-1 tox inconclusive.
For CCc1ccc(N2CC(C(=O)NC3=NCCS3)CC2=O)cc1 (stereo not drawn) the results were S2 tox inactive, IL1B secr inh -12, MCF10A rereplic 0%, HT1080 IDH1KD tx -1%, ATXN2 expr inh 1%, KB-V1 MDR tox 0%, HT1080NT lethal -6%, SW480 rereplic 0% and KB-3-1 tox -4%.
`CCCCCCCNC(=O)C1(CC2CC(c3ccc(Cl)cc3)=NO2)CCN(C(=O)c2ccccc2)CC1` (stereo not drawn) gave S2 tox inactive, IL1B secr inh inconclusive, MCF10A rereplic inconclusive, HT1080 IDH1KD tx 15%, ATXN2 expr inh 13%, KB-V1 MDR tox -9%, HT1080NT lethal 4%, SW480 rereplic -4% and KB-3-1 tox -6%.
Screening CCCCn1cnc2c1c(=O)[nH]c(=O)n2CCCC returned S2 tox inactive, IL1B secr inh -23, MCF10A rereplic 3%[9.22 µM], HT1080 IDH1KD tx 5%, ATXN2 expr inh 2%, KB-V1 MDR tox 10%, HT1080NT lethal 9%, SW480 rereplic -37%[inhibitor] and KB-3-1 tox 4%.
For COc1ccc2[nH]c(C(=O)Nc3ccccc3Cl)cc2c1 the results were S2 tox inactive, IL1B secr inh 45, MCF10A rereplic 4%, HT1080 IDH1KD tx -3%, KB-V1 MDR tox inconclusive, HT1080NT lethal -1%, SW480 rereplic inconclusive and KB-3-1 tox inconclusive.
Screening CCC(C(=O)NC(C)(C)C)N(C(=O)Cn1nnc(-c2ccccc2F)n1)c1cnc2ccccc2c1 (stereo not drawn) returned S2 tox inconclusive, IL1B secr inh 11, MCF10A rereplic -6%, HT1080 IDH1KD tx 2%, KB-V1 MDR tox 13%, HT1080NT lethal 0%, SW480 rereplic 4% and KB-3-1 tox 2%.
`CCOC(=O)c1c(-c2ccccc2)oc2ccc(OCC(=O)NN)cc12` gave S2 tox inactive, IL1B secr inh -29, MCF10A rereplic 4%, HT1080 IDH1KD tx -6%, ATXN2 expr inh inconclusive, KB-V1 MDR tox 0%, HT1080NT lethal -15%, SW480 rereplic -8% and KB-3-1 tox 10%.
Screening CCCCn1c(Nc2ccc(OC)cc2)nc2ccccc21 returned S2 tox inactive, IL1B secr inh -6, MCF10A rereplic 0%, HT1080 IDH1KD tx -2%, KB-V1 MDR tox -5%, HT1080NT lethal -10%, SW480 rereplic 2% and KB-3-1 tox -10%.
`CC(C)CNC(=O)C1(C)CCN1C(=O)c1ccc(C(C)(C)C)cc1` (stereo not drawn) gave S2 tox inactive, IL1B secr inh 51, HT1080 IDH1KD tx -27%, ATXN2 expr inh -11%, KB-V1 MDR tox -1%, HT1080NT lethal 6% and KB-3-1 tox 0%.
`CC12COC3(C(=O)Nc4cccnc4)CC1CCC32C` (stereo not drawn) gave S2 tox inactive, IL1B secr inh 24, MCF10A rereplic 3%, HT1080 IDH1KD tx -10%, ATXN2 expr inh -6%, KB-V1 MDR tox 2%, HT1080NT lethal -1%, SW480 rereplic -2% and KB-3-1 tox 9%.
COc1ccc(CN2C(=O)CN(S(C)(=O)=O)CC2(C)C(=O)NC(C)C)cc1 (stereo not drawn) was read as IL1B secr inh inconclusive, HT1080 IDH1KD tx 10%, KB-V1 MDR tox -4%, HT1080NT lethal 11% and KB-3-1 tox 1%.
Cc1nc(Cl)sc1C(=O)Nc1ccc(Cl)cc1 was read as S2 tox inconclusive, IL1B secr inh -6, MCF10A rereplic 1%, HT1080 IDH1KD tx 3%, ATXN2 expr inh 13%, KB-V1 MDR tox -3%, HT1080NT lethal 16%, SW480 rereplic -690%[inhibitor] and KB-3-1 tox -5%.

Continued, overlapping the part above by 2 compounds.
COc1ccc(CN2C(=O)CN(S(C)(=O)=O)CC2(C)C(=O)NC(C)C)cc1 (stereo not drawn) was read as IL1B secr inh inconclusive, HT1080 IDH1KD tx 10%, KB-V1 MDR tox -4%, HT1080NT lethal 11% and KB-3-1 tox 1%.
Cc1nc(Cl)sc1C(=O)Nc1ccc(Cl)cc1 was read as S2 tox inconclusive, IL1B secr inh -6, MCF10A rereplic 1%, HT1080 IDH1KD tx 3%, ATXN2 expr inh 13%, KB-V1 MDR tox -3%, HT1080NT lethal 16%, SW480 rereplic -690%[inhibitor] and KB-3-1 tox -5%.
CCOC(=O)N1CCN(C(=O)c2cc3cc(Cl)ccc3[nH]2)CC1 was read as S2 tox inactive, IL1B secr inh -4, MCF10A rereplic 7%, HT1080 IDH1KD tx 3%, ATXN2 expr inh 8%, KB-V1 MDR tox -7%, HT1080NT lethal 1%, SW480 rereplic -12% and KB-3-1 tox 7%.
`CCCC(O)(c1ccc(OC)cc1)C(CN1CCOCC1)c1ccc(Cl)cc1` (stereo not drawn) gave S2 tox inactive, IL1B secr inh -16, MCF10A rereplic -12%, HT1080 IDH1KD tx inconclusive, KB-V1 MDR tox inconclusive, HT1080NT lethal inconclusive, SW480 rereplic 0% and KB-3-1 tox inconclusive.
COc1ccc2c(Cl)c(C(=O)N/N=C/c3c(C)[nH]c4ccccc34)sc2c1 was read as S2 tox inconclusive, IL1B secr inh -1, MCF10A rereplic inconclusive, HT1080 IDH1KD tx inconclusive, ATXN2 expr inh -8%, KB-V1 MDR tox inconclusive, HT1080NT lethal -29%, SW480 rereplic 4% and KB-3-1 tox -25%.
Screening COc1ccc(C(=O)COc2nc(C)cc(C)c2C#N)cc1 returned S2 tox inactive, IL1B secr inh 10, MCF10A rereplic 20%, HT1080 IDH1KD tx 11%, ATXN2 expr inh -2%, KB-V1 MDR tox 13µM*, HT1080NT lethal -9%, SW480 rereplic 20% and KB-3-1 tox inconclusive.
For Cc1ccccc1C(=O)Nc1ccccc1C(=O)N1CCC(C)CC1 the results were S2 tox inactive, IL1B secr inh 53, MCF10A rereplic 9%, HT1080 IDH1KD tx -18%, ATXN2 expr inh 2%, KB-V1 MDR tox 5%, HT1080NT lethal -3%, SW480 rereplic -7% and KB-3-1 tox -6%.
C=CCC[C@H](Cc1ccc(F)cc1)C(=O)OC[C@H](Cc1c[nH]c2ccccc12)NC(=O)[C@@H](CC=C)CC(=O)N(CCO)Cc1ccccc1 was read as IL1B secr inh inconclusive, MCF10A rereplic inconclusive, HT1080 IDH1KD tx inconclusive, ATXN2 expr inh 0%, KB-V1 MDR tox 21µM*, HT1080NT lethal inconclusive, SW480 rereplic inconclusive and KB-3-1 tox -27%.
Screening O=C(C(Cl)c1ccccc1)N1CCCC1 (stereo not drawn) returned S2 tox inactive, IL1B secr inh 116, MCF10A rereplic 12%, HT1080 IDH1KD tx inconclusive, ATXN2 expr inh -10%, KB-V1 MDR tox -3%, HT1080NT lethal 0%, SW480 rereplic 3% and KB-3-1 tox -4%.
Screening CCN(CC)Cc1c(O)ccc2occ(C(=O)c3ccc(OC)cc3)c12 returned S2 tox inactive, IL1B secr inh -26, MCF10A rereplic 6%, HT1080 IDH1KD tx -20%, ATXN2 expr inh -18%, KB-V1 MDR tox inconclusive, HT1080NT lethal -19%, SW480 rereplic -3% and KB-3-1 tox inconclusive.
For O=C(Nc1nncs1)c1ccc(Br)c(S(=O)(=O)N2CCCC2)c1 the results were S2 tox inactive, IL1B secr inh -10, MCF10A rereplic -14%, HT1080 IDH1KD tx -1%, ATXN2 expr inh 1%, KB-V1 MDR tox -18%, HT1080NT lethal -2%, SW480 rereplic -8% and KB-3-1 tox 4%.
CC(OC(=O)CC1Sc2ccccc2NC1=O)C(=O)N(C)Cc1ccccc1 (stereo not drawn) was read as S2 tox inactive, IL1B secr inh 38, MCF10A rereplic 2%, HT1080 IDH1KD tx -10%, ATXN2 expr inh 24%, KB-V1 MDR tox -10%, HT1080NT lethal -14%, SW480 rereplic -42%[inhibitor] and KB-3-1 tox -7%.
COc1cc(/C=C/C(=O)/C=C(O)/C=C/c2ccc(O)c(OC)c2)ccc1O was read as S2 tox inconclusive, IL1B secr inh -88*, MCF10A rereplic 33µM*, HT1080 IDH1KD tx inconclusive, ATXN2 expr inh inconclusive, KB-V1 MDR tox 0%, HT1080NT lethal inconclusive, SW480 rereplic 30µM* and KB-3-1 tox inconclusive.
Screening CC(C)CCN1CCC(n2nccc2NC(=O)c2ccc3c(c2)OCO3)CC1 returned S2 tox inactive, IL1B secr inh -67*, MCF10A rereplic 4%, HT1080 IDH1KD tx -2%, ATXN2 expr inh 5%, KB-V1 MDR tox 2%, HT1080NT lethal 5%, SW480 rereplic 1% and KB-3-1 tox -6%.
For CCN(c1ccccc1)S(=O)(=O)c1ccc(OC)c(NC(=O)CN(C)C)c1 the results were S2 tox inactive, IL1B secr inh 1, MCF10A rereplic inconclusive, HT1080 IDH1KD tx -4%, KB-V1 MDR tox -45%, HT1080NT lethal -8%, SW480 rereplic 13% and KB-3-1 tox -9%.
